Bioassay records (PubChem BioAssay)
TAAR1 agonist – human TAAR1 agonism. CHO RD-HGA16 TAAR1, Fluo-8 calcium fluorescence; vehicle wells 0%, saturating PEA agonist 100%. activation, % at 3 µM. hit rate 0.99% among 360,000. AID 624467;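 active = activation above the mean activation of all test compounds in the run plus 3 SD, cut at about 38% in these data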
Target sequence (Q96RJ0 whole entry, looked up): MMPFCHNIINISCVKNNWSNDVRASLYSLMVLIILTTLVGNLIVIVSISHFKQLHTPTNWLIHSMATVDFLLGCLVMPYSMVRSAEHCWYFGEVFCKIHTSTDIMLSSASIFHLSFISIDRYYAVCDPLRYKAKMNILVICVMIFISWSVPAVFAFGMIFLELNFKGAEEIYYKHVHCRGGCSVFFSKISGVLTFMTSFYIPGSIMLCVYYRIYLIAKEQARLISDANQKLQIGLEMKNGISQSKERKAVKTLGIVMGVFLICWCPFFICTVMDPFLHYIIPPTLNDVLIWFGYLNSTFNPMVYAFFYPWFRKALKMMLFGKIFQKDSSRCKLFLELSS
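Test system: RD-HGA16 (CHO) cells co-expressing Gα16 and hTAAR1 / Benchmarks: DMSO vehicle as 0%, PEA at EC100 as 100% / Repeats: no replicates (n 1) / Measure: % activation from peak over basal fluorescence ratio, DMSO-to-PEA scaled / Timing: 17-24 h plating, Fluo-8 75 min 37 °C, 30 min RT / Technique: kinetic Fluo-8 calcium fluorescence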
M1 PAM parental – nonselective activator or artifact in parental CHO-K1 calcium assay; ATP EC20, Fluo-8 calcium fluorescence; 0% at ATP EC20, 100% at ATP max; activation, % at 3 µM; AID 602247; hit rate 0.02% among 360,000;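 active = activation above the run cutoff, the mean activation of all test compounds plus 3 SD, cut at about 40% in these data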;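 also: peak over basal fluorescence ratio in a 140 s read after ATP addition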
OXTR potentiate – human OXTR potentiation. activation, % at 3 µM. hit rate 0.061% among 320,000. CHO-OTR cells, Fluo-8 calcium fluorescence, potentiator mode; 0% = oxytocin EC15, 100% = EC100;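 active = activation above that plate's cutoff, the mean activation of tested compounds plus 3 SD, cut at about 6.6% in these data, passing the limit was not always enough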;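 also: 100% uses oxytocin at 75 nM as the full agonist control; some results filed as inactive read as strong as hits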
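Dosing: Single dose, 3.0 µM nominal final compound concentration | Material: Human OTR in CHO cells | Technique: Kinetic Fluo-8 calcium fluorescence | Benchmarks: EC15 oxytocin alone as 0%, 75 nM oxytocin as 100% | Probe or stimulus: Oxytocin at about EC15, sub-maximal agonist stimulus | Incubation: Compound 6 min at room temperature before oxytocin, 100 s read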
M1 antag – blocks human M1 muscarinic receptor. inhibition, % at 3 µM. hit rate 1.3% among 360,000. CHO-K1 hM1, Fluo-8 calcium fluorescence, ACh EC80 antagonist. P11229;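 active = percent inhibition above its own plate's cutoff, namely the mean of that plate's compound wells plus 3 SD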;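 also: peak over basal fluorescence ratio during 140 s after agonist addition; 0% = ACh EC80 plus DMSO and 100% = DMSO alone without agonist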
Target sequence (P11229 whole entry, looked up): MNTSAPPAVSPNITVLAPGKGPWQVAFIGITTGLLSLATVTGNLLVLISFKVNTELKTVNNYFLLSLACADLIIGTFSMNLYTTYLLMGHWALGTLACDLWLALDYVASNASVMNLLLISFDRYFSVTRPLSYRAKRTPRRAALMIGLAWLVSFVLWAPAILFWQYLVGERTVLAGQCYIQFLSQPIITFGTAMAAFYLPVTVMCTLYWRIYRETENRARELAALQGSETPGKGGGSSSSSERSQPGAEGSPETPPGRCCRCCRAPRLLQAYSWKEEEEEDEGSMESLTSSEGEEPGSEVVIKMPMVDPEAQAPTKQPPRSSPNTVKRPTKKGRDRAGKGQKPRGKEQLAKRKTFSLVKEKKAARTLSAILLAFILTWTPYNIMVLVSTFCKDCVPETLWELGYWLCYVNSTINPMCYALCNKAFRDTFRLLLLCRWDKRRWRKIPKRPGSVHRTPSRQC
CHO parental Ca – counter-screen: ATP calcium response change in parental CHO cells; parental CHO-K1, ATP-induced calcium, Fluo-8 fluorescence; inhibition, % at 5.6 µM; hit rate 0.63% among 330,000; AID 463079;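 active = inhibition above that plate's mean sample inhibition plus 3 SD, cut at about 26% in these data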;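 also: 0% = ATP-challenged DMSO wells and 100% = DMSO wells without ATP; some compounds past the cut are filed as inactive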
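Material: Parental CHO cells | Reagent: ATP | Compound dosing: Single nominal dose of 5.6 µM per compound | Detection: Intracellular calcium via Fluo-8 no-wash fluorescent dye | Read-out: % inhibition of ATP-induced calcium mobilization | Benchmarks: Low control ATP plus DMSO, high control DMSO only | Replicates: Singlicate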
CHO-K1 Ca ag – nonselective activator or artifact in parental CHO-K1 cells; Fluo-8 calcium fluorescence; scaled to maximal ATP response, vehicle zero; activation, % at 3 µM; hit rate 0.48% among 360,000; in the data active = activation above about 15%;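 also: untransfected CHO-K1 host cells lacking M1 receptor as counterscreen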
TAAR1 antagonist – antagonists of human TAAR1. Q96RJ0. CHO RD-HGA16 TAAR1, Fluo-8 calcium fluorescence, antagonist. inhibition, % at 3 µM. hit rate 1.5% among 360,000. AID 624466;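 active = inhibition above a per-plate cutoff, the mean inhibition of test compounds on that plate plus 3 SD, cut at about 49% in these data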;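 also: 0% = DMSO plus EC80 beta-PEA response and 100% = DMSO alone without agonist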
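test system = CHO RD-HGA16 cells bearing hTAAR1 | replication = singlicate | controls = DMSO-only wells and EC80 β-PEA-stimulated wells | reagent = EC80 β-phenethylamine stimulus | read-out basis = percent inhibition of PEA-evoked calcium signal, max/basal emission ratio | schedule = seeding 17-24 h prior, 75-min 37 °C, 30-min RT dye loading | signal = kinetic Fluo-8 calcium fluorescence measurement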
M1 ag – activates human CHRM1 receptor; P11229; CHO-K1 hM1, Fluo-8 calcium fluorescence, agonist mode; 0% DMSO, 100% acetylcholine EC100; activation, % at 3 µM; hit rate 0.33% among 360,000;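 active = activation above the run's mean compound activation plus 3 SD, cut at about 16% in these data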;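 also: peak over basal fluorescence ratio within a 140 s kinetic read after compound addition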
CHO-K1 Ca antag – M1 antagonist counterscreen hit in parental CHO-K1 cells; ATP-induced calcium, Fluo-8 fluorescence; inhibition, % at 3 µM; hit rate 0.6% among 360,000; AID 602250;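 active = inhibition above a per-plate cutoff, the plate's mean sample inhibition plus 3 SD, cut at about 24% in these data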;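 also: 0% = DMSO plus EC80 ATP and 100% = DMSO alone without ATP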
Active calls of the source: *; . = no result given.

nr	canonical_smiles	TAAR1 agonist	M1 PAM parental	OXTR potentiate	M1 antag	CHO parental Ca	CHO-K1 Ca ag	TAAR1 antagonist	M1 ag	CHO-K1 Ca antag
1	CCOC(=O)c1cn(-c2nc(-c3ccc(Cl)c(Cl)c3)cs2)c2c(F)c(N3CCOCC3)c(F)cc2c1=O	0	6	-10	-7	-3	0.1	3	-1	-12
2	C=CCNC(=O)C1COc2ccccc2O1 (stereo not given)	0	29	-4	-7	-3	0.1	-13	-4	-9
3	CCOC(=O)CSc1nc(=O)n2ccc(C)cc2n1	2	-9	-5	2	-5	0.1	4	-3	15
4	CCC(C)[C@H](NC(=O)OC(C)(C)C)c1nnc(SCc2c(C)[nH]c(=O)[nH]c2=O)o1 (stereo not given in full)	2	6	-6	5	-3	-0.1	14	-2	-10
5	C/C(=N/NC(=O)CN1CCN(Cc2ccccc2)CC1)c1ccc([N+](=O)[O-])cc1	-1	15	0	2	-10	0.8	-14	-8	-10
6	CN(C)c1ccc(C=Cc2ccnc3c(O)cccc23)cc1	4	8	.	-22	.	0.7	-1	0	5
7	Cc1n[nH]c(=S)n1/N=C/c1ccccc1	2	4	-3	-2	-7	0.2	0	-3	-5
8	CCOC(=O)N1CCC(N2CCN(S(=O)(=O)c3ccc([N+](=O)[O-])cc3)CC2)CC1	10	7	-16	-2	9	5.6	-1	3	-10
9	C[C@@H](NC(=O)[C@@H]1Cc2ccccc2CN1C(=O)OC(C)(C)C)C(=O)NCC1CCCO1 (stereo not given in full)	1	9	0	-9	-21	0.5	-24	-3	-5
10	CC(C)NC(=O)c1ccc(OC2CSC2)cc1	9	19	-7	-20	-6	0.1	-6	-4	-4
11	CO/N=C/c1ccc(Sc2ccccc2N)c([N+](=O)[O-])c1	1	7	-14	-9	8	-0.1	6	-5	-2
12	CC(C)CC(C(=O)Nn1cnnc1)N1C(=O)c2ccccc2C1=O (stereo not given)	1	18	-7	3	-14	0.9	-33	-3	-22
13	CCCOc1ccc(C(=O)N2CCCc3ccccc32)cc1	3	24	-10	-6	-3	0.1	-4	-7	-7
14	CC(=O)c1cccc(-c2csc3ncnc(Sc4nnnn4C)c23)c1	0	15	.	-18	.	0.9	-3	-6	-5
15	Cc1ccnc(NC(=O)c2cccc3ccccc23)c1	7	-4	-6	1	-11	0.0	-13	1	15
16	Cc1c(C#N)c2ccccc2n1CC(=O)NCC1CCCO1 (stereo not given)	8	-8	-4	4	-5	0.4	-17	1	-12
17	CCc1noc(C)c1C(=O)Nc1ccc(F)c(F)c1F	0	-25	-8	5	4	0.2	-7	-3	1
18	CCOc1cc(/C=C2\C(=O)N(Cc3ccc(C)cc3)C(C)=C2C(=O)OC)ccc1O	6	11	-9	2	-19	-0.2	-3	-6	-7
19	C#CCN(C[C@@H]1[C@@H](OC(=O)NCc2ccc(OC)c(OC)c2)[C@@H](OC(=O)NCc2ccc(OC)c(OC)c2)CN(C(=O)OC(C)C)N1C(=O)OC(C)C)S(=O)(=O)c1ccc(C)cc1	3	19	.	-2	.	0.6	19	-2	-18
20	COCCCNc1nc(SCc2ccccc2)nc2sc3c(c12)CCC3	-2	-5	-22	4	27	-0.5	3	-2	25*
21	O=C(CNC(=O)c1ccccc1Cl)N/N=C/c1ccc2c(c1)OCO2	1	2	-4	3	-12	5.7	-3	-4	-1
22	CCOC(=O)C1(C)CCCN1C(=O)c1cccc(OC)c1 (stereo not given)	0	-1	.	-8	.	0.4	-8	-3	-6
23	Cc1ncc(CO)c2cc(C(=O)Nc3cccc(F)c3)c(=Nc3cccc(C(N)=O)c3)oc12	1	3	-5	4	-9	0.9	10	0	-5
24	O=C1CCC(=O)N1c1nc2nc(-c3ccccc3)cc(=O)n2[nH]1	10	14	-6	-9	-4	1.8	-7	-3	-5
25	Cc1ccc(-n2nc3c(c2NC(=O)c2ccco2)CS(=O)C3)c(C)c1 (stereo not given)	1	-7	-6	-4	7	-0.3	-7	-2	14

Brought forward from above: 3 compounds, then new ones.
nr	canonical_smiles	TAAR1 agonist	M1 PAM parental	OXTR potentiate	M1 antag	CHO parental Ca	CHO-K1 Ca ag	TAAR1 antagonist	M1 ag	CHO-K1 Ca antag
23	Cc1ncc(CO)c2cc(C(=O)Nc3cccc(F)c3)c(=Nc3cccc(C(N)=O)c3)oc12	1	3	-5	4	-9	0.9	10	0	-5
24	O=C1CCC(=O)N1c1nc2nc(-c3ccccc3)cc(=O)n2[nH]1	10	14	-6	-9	-4	1.8	-7	-3	-5
25	Cc1ccc(-n2nc3c(c2NC(=O)c2ccco2)CS(=O)C3)c(C)c1 (stereo not given)	1	-7	-6	-4	7	-0.3	-7	-2	14
26	COc1ccccc1NC(=O)CSc1nc(N)c(C#N)cc1C#N	7	15	-12	3	-17	3.9	11	0	-14
27	O=C(O)c1ccccc1SCc1csc(-c2ccccc2)n1	0	12	-4	-11	-19	0.6	-16	-2	-17
28	CCN(CC(=O)NCc1cccs1)C(=O)CCc1c[nH]c2ccccc12	1	-9	-2	-4	-12	1.1	9	-5	-2
29	COc1ccc(CNS(=O)(=O)c2ccc3oc(C(=O)O)c(C)c3c2)cc1	.	-11	1	3	-7	0.1	.	-5	8
30	CSc1ccc(CNCc2ccc3c(c2)OCO3)cc1	7	-8	-7	-10	-16	8.8	-3	-5	-7
31	COc1ccc(-n2c(=O)c3ccccc3n(Cc3ccc(F)cc3)c2=O)cc1OC	0	9	-22	-8	-7	0.4	-3	-2	-4
32	Cc1cccc2cc(C(c3nnnn3C3CCCC3)N3CCOCC3)c(=O)[nH]c12 (stereo not given)	1	12	-5	-9	-7	0.4	5	-5	-5
33	CC(C)OC(=O)CSc1nnc2n1C(C)(C)Cc1ccccc1-2	13	11	-4	5	-7	1.0	8	-5	1
34	COc1cccc(C(=O)O)c1OS(=O)(=O)c1ccc(C)cc1	0	5	.	-16	.	0.5	-7	-1	-9
35	O=C(CSCC(=O)N1CCN(c2ccccc2)CC1)Nc1nc(-c2ccc(Cl)s2)cs1	3	14	-5	9	15	2.6	18	2	-7
36	Cc1ccc(OCC(=O)Nn2cnnc2)c(Br)c1	-2	9	2	-3	-2	0.5	3	-2	-24
37	Cc1ccc(NS(=O)(=O)c2c(C)noc2C)cc1	-1	1	-4	5	-8	0.1	-17	-11	-10
38	Cc1ccn2cc(CCNC(=O)c3ccc(Br)o3)nc2c1	2	15	1	-3	-5	1.4	6	-11	-3
39	COc1cccc(NC(=O)CSc2nnc(NC(=O)c3ccco3)s2)c1	2	-3	-6	4	1	0.0	-3	2	11
40	COc1ccccc1CN1C[C@@H]2C[C@@H](c3[nH]c4c(C)cccc4c3C)N3CCC[C@@]23C1=O	27	31	-15	-10	-23	15*	-18	1	-24
41	O=C(NCCN1CCN(c2cccc(Cl)c2)CC1)C1CCCN(S(=O)(=O)c2cnc[nH]2)C1 (stereo not given)	1	12	-5	-1	-7	2.4	-1	-12	-1
42	Cc1ccc2c(CC(=O)NC3CCCc4ccccc43)coc2c1 (stereo not given)	-2	-8	-1	-2	-19	-0.7	-14	-7	16
43	O=C(NCc1ccco1)c1ccc(S(=O)(=O)N2CCCCCC2)cc1	7	-8	-7	-2	-3	0.7	12	-3	-2
44	COc1ccc(N2CCN(C(=S)NCCc3ccccc3)CC2)cc1	12	25	-12	-32	-10	3.4	-19	-2	-11
45	CCOc1ccc(CCNC(=O)CCC(=O)N2CCOc3ccc(C)cc32)cc1OCC	-2	18	2	-10	-13	1.3	-26	-5	-5
46	CCOC(=O)c1ccc(S(=O)(=O)NCC(c2ccc(N(C)C)cc2)c2c[nH]c3ccccc23)cc1 (stereo not given)	-1	15	-8	6	-11	0.2	5	-5	-7
47	C[C@@H](CC#N)CN1CC[C@H](C(C)(C)C)CCC1=O	7	10	-1	5	0	0.0	-13	-6	-6
48	CC(=O)O[C@]1(C(C)=O)CCC2C3CCC4=C/C(=N/OCC(=O)O)CC[C@]4(C)C3CC[C@@]21C (stereo not given in full)	1	-7	-8	0	0	-0.3	-4	-4	-10
49	COc1ccc(CC2SC(=Nc3ccc(F)cc3)NC2=O)cc1 (stereo not given)	0	18	6	0	-12	1.9	8	-6	-3
50	CCCCCCCC(=O)N/N=C(\C)c1ccc(O)cc1O	0	1	-2	7	-11	0.5	-7	-4	13
51	CCn1c(SCC(N)=O)nc2c1c(=O)n(C)c(=O)n2C	17	26	-5	-6	2	0.7	1	-5	-14
52	O=C(CN1CCN(CC(=O)Nc2ccc(-c3ccccc3)cc2)CC1)Nc1ccc(F)cc1	3	0	-2	-12	-15	0.5	-5	-5	-14

One compound at a time, as listed above. Values in the order: TAAR1 agonist	M1 PAM parental	OXTR potentiate	M1 antag	CHO parental Ca	CHO-K1 Ca ag	TAAR1 antagonist	M1 ag	CHO-K1 Ca antag
Shown for Cc1ccc2c(CC(=O)NC3CCCc4ccccc43)coc2c1 (stereo not given) : -2	-8	-1	-2	-19	-0.7	-14	-7	16
Shown for CC(=O)O[C@]1(C(C)=O)CCC2C3CCC4=C/C(=N/OCC(=O)O)CC[C@]4(C)C3CC[C@@]21C (stereo not given in full) : 1	-7	-8	0	0	-0.3	-4	-4	-10

Four compounds drawn at random from those above:
nr	canonical_smiles	TAAR1 agonist	M1 PAM parental	OXTR potentiate	M1 antag	CHO parental Ca	CHO-K1 Ca ag	TAAR1 antagonist	M1 ag	CHO-K1 Ca antag
33	CC(C)OC(=O)CSc1nnc2n1C(C)(C)Cc1ccccc1-2	13	11	-4	5	-7	1.0	8	-5	1
27	O=C(O)c1ccccc1SCc1csc(-c2ccccc2)n1	0	12	-4	-11	-19	0.6	-16	-2	-17
40	COc1ccccc1CN1C[C@@H]2C[C@@H](c3[nH]c4c(C)cccc4c3C)N3CCC[C@@]23C1=O	27	31	-15	-10	-23	15*	-18	1	-24
46	CCOC(=O)c1ccc(S(=O)(=O)NCC(c2ccc(N(C)C)cc2)c2c[nH]c3ccccc23)cc1 (stereo not given)	-1	15	-8	6	-11	0.2	5	-5	-7
